Screening data (PubChem BioAssay)
MT stabilizer: microtubule stabilizers in HeLa cells; % tubulin-high responders, % at 10 µM; AID 2205; 0.83% of 200,000 active; HeLa tubulin immunostaining HCS, 24 h; share of cells brighter than vehicle mean+2SD;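 active = plate Z-score above 3 for both tubulin-high and condensed-nucleus cell shares, with cell loss under 80%, at 10 µM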;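 also: anti alpha tubulin signal scored within the nucleus-defined area of each cell; some results filed as inactive read as strong as hits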
HEK293 NOD2/NF-kB: inhibition of NOD2-driven NF-kB reporter – cell-based, luminescence, uHTS, HEK293 (AID 1566); HEK293 NOD2/NF-kB luciferase reporter, luminescence; higher % means a stronger effect; inhibition, % at 4 µM; hits with a dose series show EC50 in µM; 0.63% of 290,000 active; in the data active = inhibition above about 50%; also: many of its hits are not listed in these tables
Dynein transport: blocks dynein driven cargo transport along microtubules; z-score, hits read low; AID 1381; 3617.4 mouse cells, GR-EGFP nuclear translocation imaging; test concentration mostly 20 µM; stimulated with dexamethasone, 1 µM; stronger effect = lower value; 0.47% of 220,000 active;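 active = plate z-score of nuclear minus cytoplasmic receptor signal below a set negative limit, without overly bright fluorescence or cell loss, cut at about -3.5 in these data, passing the limit was not always enough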;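 also: z-score of nuclear minus cytoplasmic ring GR-EGFP intensity difference per well; some compounds called inactive have numbers as strong as hits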
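Also added – dexamethasone, 1.0 µM final · Buffer or medium – tet-free, stripped-serum medium · Schedule – induction 48 h, compound 1 h, agonist 30 min · Detection – formaldehyde fixation, Hoechst nuclear stain, 10x automated fluorescence imaging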
Autophagy mod: alters autophagy in cells | calls only at 10 µM (by protocol) | 0.98% of 190,000 active | MEF GFP-LC3 puncta imaging; test concentration mostly 10 µM | AID 463193;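 active = percentage of spot-positive cells more than 3 SD above its plate mean, without a fluorescence outlier flag or 80% toxicity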;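 also: spot-positive cell cutoff set from DMSO-treated cells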
NOD1 inhibition: inhibition of NOD1-driven NF-kB reporter – cell-based, luminescence, uHTS, primary screen (AID 1578); 1% of 290,000 active; NOD1-driven NF-kB luciferase reporter cells, luminescence; higher % means a stronger effect; inhibition, % at 4 µM, or EC50 in µM where a hit was titrated; in the data active = inhibition mostly above about 36%, no sharp cut-off; inactive = mostly below about 34%;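 also: HEK-293T reporter cells stimulated with the NOD1 agonist gamma-tri-DAP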
P. falciparum M17LAP: P. falciparum M17LAP inhibitors, primary screen, biochemical, fluorogenic H-Leu-NHMec substrate, 1536-well (AID 1619); recombinant M17LAP, H-Leu-NHMec fluorogenic kinetic assay; higher % means a stronger effect; inhibition, % at 30 µM; hits with a dose series show IC50 in µM; 0.38% of 220,000 active;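 active = compound inhibiting the enzyme by more than half at any dose during confirmatory dose-response retesting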;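 also: plate controls were full reaction with DMSO carrier for no effect and no enzyme background for full effect; strong numbers were not always called active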
Yfh1-off respiration: mitochondrial function rescue without frataxin homolog – Friedreich's ataxia, plus single-dose screen, dose response (AID 1465); S. cerevisiae Yfh1-off respiration, WST-1 reduction, 72 h; higher fold induction means a stronger effect; one-dose fold induction at 50 µM; EC50 in µM for titrated hits; 0.074% of 220,000 active;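 active = fold induction of absorbance versus untreated yeast above a set limit, then at least 30% activation at any dose in follow-up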;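 also: activators that raise dye reduction in frataxin-depleted yeast; strong numbers were not always called active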
bCat nuc transl: modulators of beta-catenin nuclear translocation | nuclear translocation activity, % at 5 µM | 0.3% of 190,000 active | HeLa beta-catenin nuclear translocation, immunofluorescence imaging | AID 1665;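 active = nuclear translocation activity above 50% at 5 µM, with a well cell count of 50 or more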;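 also: per-cell ratio of nuclear to cytoplasmic median beta-catenin stain intensity; plate controls were DMSO negative control for no effect and GSK-3 inhibitor IX positive control for full effect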
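Read-out: Nuclear/cytoplasmic beta-catenin signal ratio, % activation | Assay system: Human HeLa cell line | Times: 24 h compound exposure at 37°C, 5% CO2 | Signal: Fluorescence imaging of beta-catenin antibody stain plus DAPI | Dosing: 5 µM primary, 0.02–20 µM confirmation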
Ins promoter up: MIN6 insulin promoter up-regulation. 0.3% of 190,000 active. z-score at 5 µM. MIN6 insulin promoter-GFP reporter, high-content imaging; stronger effect = higher value;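 active = z-score above 3 at 5 µM with at least 500 cells counted in the well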
Dynein transport cytoplasmic EGFP: recorded beside Dynein transport, whose call it bears; z-score; measured here: cytoplasmic GR-EGFP intensity; stronger effect = higher value
Dynein transport nuclear GR-EGFP: second read-out of Dynein transport, no call of its own (marks repeat the call); z-score; measured here: nuclear GR-EGFP intensity;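 lower value marks the stronger effect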
Dynein transport cell count: further read-out of Dynein transport, marked with its call; z-score; measured here: cell count per field
Ins promoter up cell count: further read-out of Ins promoter up, marked with its call; cell count; measured here: cytotoxicity, nuclei count;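 total cells summed across four imaged fields per well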
bCat nuc transl cell count 5 µM: also measured in bCat nuc transl; calls as there; cell count; measured here: cell count, cytotoxicity flag
MT stabilizer Hoechst-high %: also measured in MT stabilizer; calls as there; % Hoechst-high responders; measured here: nuclear condensation Hoechst responders;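 share of cells brighter than vehicle mean plus two SD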
MT stabilizer cytotoxicity %: recorded beside MT stabilizer, whose call it bears; toxicity, %; measured here: cytotoxicity by cell density;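 0% = mean cell density of plate MIN control wells and 100% = no cells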
Autophagy mod cell loss 18 h: recorded beside Autophagy mod, whose call it bears; toxicity, %; measured here: cell loss, nuclei count;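 cell loss after 18 h compound exposure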
* = called active by the depositor; i = inactive; . = not tested or not shown; + = active, no number. These rows are one share of the data; the hit share may differ from the screen's.

SMILES | MT stabilizer | MT stabilizer Hoechst-high % | MT stabilizer cytotoxicity % | HEK293 NOD2/NF-kB | Dynein transport | Dynein transport cytoplasmic EGFP | Dynein transport nuclear GR-EGFP | Dynein transport cell count | Autophagy mod | Autophagy mod cell loss 18 h | NOD1 inhibition | P. falciparum M17LAP | Yfh1-off respiration | bCat nuc transl | bCat nuc transl cell count 5 µM | Ins promoter up | Ins promoter up cell count
Cc1cccn2cc(-c3ccc(S(=O)(=O)N4CCCCC4)cc3)nc12 | 2.3 | 2.4 | 4.1 | 11.7% | 0.193 | -0.22 | -0.236 | 0.977 | + | 14.7* | -31.2% | -5.2% | i | 2.4 | 1470 | -0.82 | 1578
O=C(c1ccc(Br)s1)N1CCN(C/C=C/c2ccccc2)CC1 | 1.6 | 1.6 | 5.5 | 2.4% | -0.646 | 0.726 | -0.124 | 0.699 | i | -5.1 | 13.7% | 1.3% | i | -4.2 | 1010 | 1.79 | 635
C=CCn1c(-c2cc3cccc(OC)c3o2)n[nH]c1=S | 3.9 | 2.4 | 5.0 | -1.5% | 1.12 | -0.122 | 0.181 | 0.255 | i | 18.0 | -39.1% | -32.6% | i | -1.6 | 1075 | -0.47 | 1101
O=c1oc2ccccc2cc1-c1nnc(-c2cccc(Br)c2)o1 | . | . | . | -14.9% | . | . | . | . | . | . | -65.8% | . | i | -1.7 | 1186 | 0.06 | 1004
O=C(CCC(=O)NNC(=O)Nc1ccc(Cl)cc1)NCc1ccccc1 | 2.7 | 2.0 | 5.9 | 5.6% | -0.0299 | -0.226 | -0.195 | 0.00156 | i | 35.0 | -28.4% | -4.6% | i | -0.8 | 948 | 0.73 | 1502
O=[N+]([O-])c1ccc2nc(SCc3cn4cc(Cl)ccc4n3)[nH]c2c1 | 4.2 | 3.1 | 6.6 | -14.0% | 0.109 | -0.28 | -0.18 | 0.066 | i | -9.8 | 9.0% | -12.1% | i | -2.2 | 1020 | 0.52 | 1427
CCc1nn(CC(=O)NCCN2CCN(C)CC2)c(=O)c2cc3occc3n12 | 3.7 | 1.6 | 3.0 | -2.4% | -0.0795 | -0.242 | 0.28 | 0.302 | i | 16.3 | -4.1% | -11.8% | i | -5.8 | 1203 | -0.11 | 1127
O=c1cc(O)c(-c2ccccc2)c(Cl)[nH]1 | 1.2 | 1.9 | 8.0 | 12.9% | -0.501 | 0.0819 | 0.0413 | 0.333 | i | 36.1 | 12.8% | 1.0% | i | -1.6 | 1210 | -0.32 | 890
COc1ccc(C(c2c(O)nc(SC)n(C)c2=O)c2c(O)nc(SC)n(C)c2=O)cc1O | 1.1 | 3.1 | 8.4 | 9.2% | -0.217 | -0.227 | -0.101 | 0.426 | i | -2.8 | 1.4% | 7.0% | i | 1.1 | 926 | -0.34 | 2340
COC(=O)CS(=O)(=O)c1ccc(C)cc1 | 1.1 | 0.8 | 4.4 | 12.0% | -0.147 | 0.0299 | -0.397 | 0.395 | i | -12.2 | 30.0% | 4.6% | i | -0.9 | 1486 | 0.99 | 1473
O=C(Cc1cccs1)NCc1cccnc1 | 2.8 | 1.6 | 3.2 | 11.8% | 0.383 | -0.231 | -0.692 | 0.602 | i | -1.6 | 1.9% | -10.3% | i | 0.3 | 1306 | 0.52 | 1522
Cc1c(NC(=O)C(C)OC(=O)c2cc(Cl)nc(Cl)c2)c(=O)n(-c2ccccc2)n1C (stereo not given) | 0.6 | 2.8 | 8.3 | 10.1% | 0.258 | -0.226 | 0.264 | 0.233 | i | -1.8 | -19.5% | 4.5% | i | 0.3 | 1120 | -0.28 | 1320
CN(C)c1ccc(C(=O)OCC(=O)NC2CCCCCC2)cc1 | 1.7 | 3.3 | 5.5 | -8.0% | 0.305 | 0.00889 | 0.291 | 0.15 | i | -3.5 | -15.9% | 1.9% | i | -3.0 | 1017 | -0.19 | 1195
O=C(CNC(=O)c1cccc(Br)c1)N/N=C/c1ccc[nH]1 | 3.5 | 2.2 | 6.5 | -6.3% | -0.334 | 0.195 | -0.0356 | 0.442 | i | -9.5 | -27.1% | 11.9% | i | -3.7 | 1084 | -0.08 | 1277
COc1ccc(CNc2nc(NCc3ccc(OC)cc3)n(S(C)(=O)=O)n2)cc1 | 3.6 | 2.9 | 3.6 | 5.1% | -0.521 | -0.233 | -0.279 | -0.271 | i | -4.0 | -9.4% | 12.1% | i | . | . | 0.16 | 1211
O=C(COC(=O)/C=C/C(=O)N1CCN(c2ccccc2)CC1)NCc1ccc(F)cc1 | 4.9 | 2.3 | 11.7 | -5.3% | -0.851 | -0.165 | -0.49 | 0.733 | i | -0.4 | -5.2% | 2.1% | i | -0.4 | 1098 | 0.27 | 1291
O=C(NC(=S)Nc1ccccc1N1CCCC1)c1cccs1 | . | . | . | 3.6% | -0.255 | -0.245 | -0.523 | 1.43 | . | . | 6.0% | 4.0% | i | 1.1 | 1346 | -0.1 | 1111
Cc1ccc(CNC(=O)Cn2c(=O)c3sccc3n(Cc3ccc([N+](=O)[O-])cc3)c2=O)cc1 | 3.0 | 2.6 | 4.1 | -2.7% | 0.0266 | -0.241 | 0.0636 | -0.316 | i | -5.0 | -7.6% | -19.4% | i | -0.7 | 1186 | 0.57 | 1470
c1ccc(N=P(N2CCOCC2)(N2CCOCC2)N2CCOCC2)cc1 | 1.1 | 1.8 | 6.2 | 5.4% | -0.284 | -0.214 | -0.293 | 0.506 | i | -3.4 | -16.0% | -4.3% | i | 2.3 | 1120 | 0.14 | 1457
Cc1ccccc1-c1nsc(SCC(=O)Nc2ccc3c(c2)OCO3)n1 | 2.8 | 3.3 | 2.9 | -57.2% | -0.241 | 0.0953 | 0.344 | -0.19 | i | 14.9 | 11.4% | -10.4% | i | 1.5 | 1126 | -0.49 | 1117
COc1ccc(C2NC(c3ccc(OC)c(OC)c3OC)C(C)C(=O)C2C)c(OC)c1OC (stereo not given) | 6.1 | 2.0 | 4.8 | 11.1% | 0.275 | -0.182 | 0.503 | -1.07 | i | -1.0 | -33.0% | -3.1% | i | 0.3 | 1116 | . | .
COc1ccc(-n2c(=S)[nH]c3cc(C(=O)Nc4ccccc4OC)ccc3c2=O)cc1 | 2.3 | 2.2 | 3.7 | 12.9% | -0.24 | -0.253 | -0.113 | 0.746 | i | 9.0 | -20.8% | -0.7% | i | 1.5 | 992 | -0.37 | 1443
COC(=O)c1cn(NC(=O)c2ccc(F)cc2)c(=O)c2ccccc12 | 3.6 | 1.0 | 5.2 | 8.9% | 0.431 | -0.243 | 0.33 | 0.213 | i | 7.4 | -1.8% | -1.9% | i | -3.4 | 1455 | 0.04 | 1451
COc1cc(/C=N/NC(=O)C(N)=O)ccc1OCC(=O)N1C(C)CCCC1C (stereo not given) | 2.2 | 3.1 | 0.1 | 5.6% | -0.965 | -0.174 | -0.381 | 0.706 | i | 0.7 | -14.0% | 7.1% | i | -0.6 | 1167 | -0.7 | 1106
FC(F)Oc1ccccc1NC(=S)Nc1cccc(Cl)c1Cl | 2.1 | 2.5 | 9.1 | 17.4% | -0.408 | -0.266 | -0.499 | 1.11 | i | -7.7 | -17.8% | 2.3% | i | -0.9 | 1139 | 0.27 | 1341
C=CCn1c(SCC(=O)O)nc2sc(CC)cc2c1=O | 2.5 | 2.6 | 4.2 | 7.1% | -0.203 | -0.376 | -0.197 | 0.639 | i | -4.0 | -18.4% | 9.8% | i | -2.1 | 1089 | -0.12 | 1444
Cc1cccc(C)c1Nc1nnc(SC/C(O)=C(\C#N)c2nc3ccccc3[nH]2)s1 | 3.1 | 3.1 | 1.3 | 12.9% | -0.477 | -0.216 | 0.461 | 0.248 | i | -11.5 | 1.9% | 21.9% | i | . | . | -0.53 | 1291
O=C(Nn1c(-c2ccc(Cl)cc2)nc2ccccc2c1=O)c1cccnc1Cl | 2.0 | 1.6 | 7.2 | 9.2% | 0.573 | -0.169 | 0.782 | -0.865 | i | 17.7 | -27.3% | -6.9% | i | 0.2 | 1141 | 0.72 | 1291
COC(=O)c1ccc(CNC(=O)COC(=O)C23CC4CC(CC(C4)C2)C3)cc1 | 3.3 | 3.3 | 7.0 | 17.2% | -0.608 | -0.237 | -0.35 | 1.07 | i | 2.4 | -18.8% | -2.6% | i | -0.5 | 1152 | -0.49 | 1580
CCOC(=O)N1CCN(S(=O)(=O)c2ccc3c(c2)oc(=O)n3C)CC1 | 4.5 | 1.8 | 0.5 | -6.3% | -3.28 | 3.91 | -0.724 | 0.162 | i | -3.5 | -18.5% | 4.7% | i | . | . | . | .
CC(=O)Nc1ccc(N(C(=O)Cn2nnc3ccccc32)C(C(=O)NC2CCCC2)c2ccc(O)c(O)c2)cc1 (stereo not given) | 2.1 | 1.6 | 2.6 | 5.2% | -0.585 | 0.909 | 0.299 | -0.145 | i | -1.0 | 13.2% | 36.9% | i | 0.8 | 970 | -0.46 | 1435
COc1cccc(-c2cc(C(=O)Nc3c(C)nn(Cc4ccccc4C)c3C)no2)c1 | 3.7 | 1.9 | 3.0 | 22.5% | 0.391 | 0.0983 | 0.513 | -0.202 | i | 18.4 | 29.5% | -6.2% | i | -4.1 | 934 | -1.62 | 928
